# GC-B act = GC-B (human) receptor activation; AID 1920062; activation, % at 10 µM; actives 0.11% (n = 370,000); HEK293-GC-B cells, CNP EC30, cGMP TR-FRET; 0% at EC30 CNP, 100% saturating CNP;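 active = activation at 10 µM reaching about 35% in either raw or pattern-adjusted values, limit read from the data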
# SMARCA2 activ = activators of SMARCA2 function | MG213 cells, MMTV-luciferase reporter, dexamethasone, overnight | activation, % at 9.1 µM | actives 1% (n = 370,000); in the data active = activation above about 7.8%;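 note: 0% = vehicle wells and 100% = reference activator wells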
# sPLA2-III inh = Inhibits HGIII-sPLA2 liposome hydrolysis, primary screen | Q9NZ20 | QFRET BODIPY PC-A2 liposome hydrolysis, fluorescence | inhibition, % at 12.2 µM | actives 0.56% (n = 370,000) | AID 743126;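 active = inhibition above mean plus 3 SD of compounds lying within the high and low control bounds, cut at about 19% in these data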;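 note: 0% = median of test compound wells and 100% = no enzyme DMSO wells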
# hgDAF-12 ag = agonists of H. glycines DAF-12 nuclear receptor | actives 1.8% (n = 370,000) | HEK293 GAL4-hgDAF12 UAS-luciferase reporter, agonist luminescence; normalized to butyrate control | activation, % at 6.8 µM;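 active = activation above a cutoff set at the mean of all screened compounds plus 3 SD, cut at about 10% in these data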;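 note: 0% = DMSO wells and 100% = sodium butyrate wells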
# DAX1 inh-1 = blocks DAX1 repression of SF-1 activated StAR promoter | HEK293T StAR-luciferase reporter, SF-1/DAX-1 repression relief | inhibition, % at 6.8 µM | actives 1.1% (n = 370,000) | AID 652010;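 active = inhibition above the mean over all tested compounds plus 3 SD, cut at about 3.6% in these data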;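 note: 0% = DAX-1 cells with DMSO and 100% = cells lacking DAX-1 with DMSO; higher inhibition means more luminescence from relief of DAX-1 repression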
# hcDAF-12 act = activators of H. contortus DAF-12 nuclear receptor | HEK293 hcDAF-12 lit1-tk-luc reporter, luminescence; 0% DMSO, 100% Δ7-dafachronic acid | activation, % at 6.8 µM | actives 1.4% (n = 370,000);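 active = activation above the mean of all tested compounds plus 3 SD, cut at about 5.5% in these data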;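 note: 100% = response to 3 µM Δ7-dafachronic acid high control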
# ssDAF12 agonist = activators of S. stercoralis DAF-12 nuclear receptor | HEK293 ssDAF-12/GRIP1 lit1-tk-luc reporter, luminescence; % of 3 µM dafachronic acid response | activation, % at 6.8 µM | actives 1% (n = 370,000) | AID 652126;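 active = activation above the mean over all tested compounds plus 3 SD, cut at about 0.9% in these data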;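 note: 0% = DMSO-only wells and 100% = 3 µM delta7-dafachronic acid wells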
# DAX1 inh-2 = inhibitors of human orphan nuclear receptor DAX1 (NR0B1) | actives 0.99% (n = 340,000) | P51843 | AID 504766 | inhibition, % at 6.75 µM | HEK293 Gal4-DAX1 luciferase reporter, luminescence;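 active = inhibition above the mean over all tested compounds plus 3 SD, cut at about 4.2% in these data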;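 note: 0% = DAX1-transfected cells with DMSO and 100% = empty-vector control cells with DMSO; inhibition shows as a rise in luminescence from relieved DAX1 repression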
# Target sequence (P51843 207-470 limits assumed): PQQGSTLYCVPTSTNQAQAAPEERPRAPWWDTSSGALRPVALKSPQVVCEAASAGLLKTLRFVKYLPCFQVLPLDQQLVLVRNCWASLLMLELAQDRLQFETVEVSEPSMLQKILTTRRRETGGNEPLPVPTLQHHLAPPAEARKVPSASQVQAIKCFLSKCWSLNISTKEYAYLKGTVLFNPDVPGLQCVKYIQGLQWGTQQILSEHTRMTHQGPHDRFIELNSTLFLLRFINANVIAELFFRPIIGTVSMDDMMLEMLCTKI
# ADAM10 inh = inhibitors of human ADAM10; actives 0.62% (n = 370,000); O14672; inhibition, % at 7 µM; recombinant ADAM10, EDANS/DABCYL FRET peptide cleavage, 3 h; AID 720582;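 active = inhibition above a per-campaign cutoff equal to the mean of compounds falling between control-based bounds plus 3 SD, cut at about 20% in these data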;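 note: 0% = DMSO wells while the 100% control is not disclosed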
# Target sequence (O14672 214-748 limits assumed): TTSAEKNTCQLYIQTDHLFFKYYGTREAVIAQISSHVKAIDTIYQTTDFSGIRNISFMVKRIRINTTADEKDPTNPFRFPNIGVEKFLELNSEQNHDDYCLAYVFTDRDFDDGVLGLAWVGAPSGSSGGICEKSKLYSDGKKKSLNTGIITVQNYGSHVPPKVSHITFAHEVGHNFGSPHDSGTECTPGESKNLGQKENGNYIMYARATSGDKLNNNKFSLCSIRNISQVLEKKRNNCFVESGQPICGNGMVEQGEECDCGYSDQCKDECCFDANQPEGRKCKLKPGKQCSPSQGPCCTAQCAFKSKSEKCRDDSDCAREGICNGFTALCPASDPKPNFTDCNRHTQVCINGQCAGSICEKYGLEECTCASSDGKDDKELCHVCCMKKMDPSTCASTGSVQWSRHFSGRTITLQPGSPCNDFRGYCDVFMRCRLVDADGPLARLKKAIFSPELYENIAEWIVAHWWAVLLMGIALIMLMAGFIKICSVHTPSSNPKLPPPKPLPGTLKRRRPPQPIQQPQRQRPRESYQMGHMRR
# GC-A act = GC-A (human) enzyme activation | P16066 | HEK293 GC-A cells, cGMP TR-FRET, EC30 ANP; 0% at EC30 ANP, 100% saturating ANP | activation, % at 10 µM | actives 0.14% (n = 370,000) | AID 1671463; in the data active = activation above about 40%
# FXN GAA850 act = activators of GAA850 frataxin (FXN) promoter. activation, % at 6 µM. actives 0.56% (n = 360,000). HEK293 lucGAA850 FXN promoter luciferase reporter, 24 h; percent of 10 µM SAHA response. AID 540364;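 active = activation above the average of all compounds screened plus 3 SD, cutoff fixed separately per campaign, cut at about 7.5% in these data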;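 note: 0% = DMSO wells and 100% = 10 µM SAHA wells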
# * hit, by the source's call; / = not tested or not shown; & = joins results of further samples.
SMILES,GC-B act,SMARCA2 activ,sPLA2-III inh,hgDAF-12 ag,DAX1 inh-1,hcDAF-12 act,ssDAF12 agonist,DAX1 inh-2,ADAM10 inh,GC-A act,FXN GAA850 act
CCCC(c1nnnn1CCOC)N1CCN(c2cccc(OC)c2)CC1 (stereo unspecified),6,-2,10,-0.9,0.2,-1.9,-1.5,-0.2,6,0,0.5
CC(C)(C)C(=O)Nc1cccc(C(=O)Nc2cc(C(=O)O)cc(C(=O)O)c2)c1,6,1,-1,1.7,-0.1,-0.6,-0.6,1.8,-6,2,-0.3
Cc1ccc(S(=O)(=O)N2[C@@H](c3ccccc3F)C(C(=O)O)=CC[C@H]2c2cccs2)cc1,0,0,-9,-1.2,-0.4,-1.8,-1.5,0.0,-1,0,-1.9
CCCCN(C=O)c1c(CC)nc2c(OCc3ccccc3C(=O)OC)cccn12,5,-2,-10,1.0,-0.8,-3.0,-1.5,/,-1,4,1.7
COc1ccc(NC(=O)O/N=C/c2ccccc2)cc1,-1,4,-4,11*,0.9,1.6,-1.3,2.8,1,0,1.5
NC(=O)OCC(COC(N)=O)c1ccccc1,3&7,1&-1,4&-3,-2.0&4.6,-0.5&-0.1,-0.8&-1.0,-1.5&-0.4,-0.9&-1.0,7&4,3&3,0.2&1.2
CC(C)c1nnc(SCc2ccc(CSc3nnc(C(C)C)n3N)cc2)n1N,1,0,-2,1.8,-0.4,-0.3,-1.6,-0.8,2,2,1.9
CC1CCCCC1NC(=O)C1Cc2ccccc2CN1S(C)(=O)=O (stereo unspecified),-6,1,8,-0.5,-0.5,-1.4,-0.9,0.3,-7,-3,1.6
Cc1ccc(OCC(=O)Nc2nnc(C3CCCO3)s2)c(Br)c1 (stereo unspecified),3,2,-13,3.2,0.4,-0.3,0.1,-1.5,-4,4,0.6
N#CC1=C2SCN(c3ccccc3)CN2C(=O)CC1c1c(Cl)cccc1Cl (stereo unspecified),0,0,-1,2.6,-0.1,-0.7,-1.1,0.6,-16,-2,1.4

# 3 of the entries above in order of their number in ssDAF12 agonist, low to high:
canonical_smiles,ssDAF12 agonist
Cc1ccc(S(=O)(=O)N2[C@@H](c3ccccc3F)C(C(=O)O)=CC[C@H]2c2cccs2)cc1,-1.5
CC1CCCCC1NC(=O)C1Cc2ccccc2CN1S(C)(=O)=O (stereo unspecified),-0.9
Cc1ccc(OCC(=O)Nc2nnc(C3CCCO3)s2)c(Br)c1 (stereo unspecified),0.1

# (listing goes on)
SMILES,GC-B act,SMARCA2 activ,sPLA2-III inh,hgDAF-12 ag,DAX1 inh-1,hcDAF-12 act,ssDAF12 agonist,DAX1 inh-2,ADAM10 inh,GC-A act,FXN GAA850 act
COc1ccc(/C=C/C(=O)NC(=S)NN2CCCCC2c2cccnc2)cc1OC (stereo unspecified),1,6,7,-0.9,0.3,-2.1,-1.6,-1.1,-24,1,4.1
COc1cccc2c1C(CO)N1C(C#N)C3CC(C(=O)O)C(C1C2)N3C (stereo unspecified),-3,-8,3,-10,-6.9,-6.3,-2.4,-9.2,-88,-1,-16
Cc1nc(-n2nnc3cc(C)c(C)cc32)c2c3c(sc2n1)CCCC3,6,-4,1,-0.3,0.7,2.8,0.3,0.0,-4,-4,0.5
N#Cc1ccc(-c2ccc3nccn3c2)cc1,-3,-3,11,-0.9,-0.6,-0.1,0.1,/,-179,2,2.7
Cc1ccccc1OCCNc1cc(N2CCN(CCO)CC2)ccc1[N+](=O)[O-],14,0,-10,-2.3,-0.9,-3.0,-1.3,0.8,10,18,1.9
NC(=O)c1sc2nc3c(c(-c4ccccc4)c2c1N)CCC3,4,-3,0,-1.1,-1.6,-3.4,-1.5,-0.3,-10,-15,-11
CC1CCN(C(=O)CSc2nnc(CNC(=O)c3c(F)cccc3F)o2)CC1,-5,-1,3,3.2,0.5,-0.8,-0.6,-0.3,-12,-1,2.8
Cc1cc(CNC(=S)Nc2cccc(Cl)c2Cl)nn1C,6,-3,2,-1.8,-1.1,-0.2,-1.2,-1.4,-1,-3,-2.1
COc1cccc(-c2cnc(C(O)c3ccc(C)cc3C)[nH]2)c1 (stereo unspecified),2,1,-3,3.6,-0.5,-0.6,-1.4,/,0,2,0.9
O=C(c1ccncc1)N(Cc1cc2ccccc2[nH]c1=O)C1CCCCC1,0,5,4,-3.5,-1.0,-1.5,-1.9,-1.3,-14,-3,-2.3

# Next part; it opens with the three that closed the last part.
SMILES,GC-B act,SMARCA2 activ,sPLA2-III inh,hgDAF-12 ag,DAX1 inh-1,hcDAF-12 act,ssDAF12 agonist,DAX1 inh-2,ADAM10 inh,GC-A act,FXN GAA850 act
Cc1cc(CNC(=S)Nc2cccc(Cl)c2Cl)nn1C,6,-3,2,-1.8,-1.1,-0.2,-1.2,-1.4,-1,-3,-2.1
COc1cccc(-c2cnc(C(O)c3ccc(C)cc3C)[nH]2)c1 (stereo unspecified),2,1,-3,3.6,-0.5,-0.6,-1.4,/,0,2,0.9
O=C(c1ccncc1)N(Cc1cc2ccccc2[nH]c1=O)C1CCCCC1,0,5,4,-3.5,-1.0,-1.5,-1.9,-1.3,-14,-3,-2.3
CC(OC(=O)c1snc(C(=O)NC2CCCCC2)c1N)C(=O)NC1CCCCC1 (stereo unspecified),7,-2,-3,1.8,0.1,-1.2,-1.3,0.1,-16,2,0.6
COC(=O)N1c2ccccc2CCc2ccccc21,7,1,-3,3.3,0.7,-2.2,-1.6,0.9,-6,-1,-0.4
CC(C)Nc1nnc(SCC(=O)Nc2ccc(F)cc2)s1,-2,-1,-4,0.6,-0.1,-1.8,-1.1,-1.2,6,-1,2.3
COC(=O)c1cn(NC(=O)Cc2c(F)cccc2Cl)c(=O)c2ccccc12,-5,4,-13,1.1,1.0,-1.1,-1.9,-0.2,-1,-4,-1.3
O=C(NC(=S)Nc1ccc2[nH]c(=O)[nH]c2c1)c1cccc(F)c1,-6,-1,8,-1.9,0.3,-0.8,-0.8,-0.2,0,-5,0.9
O=C(OC1CCCC1)c1ccc(Cl)cc1Cl,5,1,4,2.9,1.2,0.1,-1.0,-0.1,-10,-2,1.6
COc1ccc(Oc2c(C=O)c3ccccc3n2C)cc1,3,-1,1,2.9,-0.6,-1.2,-0.8,0.3,-2,4,-1.4
CCN1CCN(C(=O)CCc2nnc(CCc3ccc(OC)cc3)o2)[C@@H](C)C1=O,-1,-2,-1,4.2,0.1,-0.1,-1.0,0.2,-11,4,3.3
CCOC(=O)c1ccc(NC(=S)N2CCC(C(N)=O)CC2)cc1,6,2,5,1.4,0.1,-1.1,-1.4,-1.1,-4,6,3.3
COc1ccc(N2CCN(C(=O)COC(=O)c3cc(S(=O)(=O)N(C)C)ccc3N3CCCC3)CC2)cc1,3,-3,15,2.4,-0.8,-1.1,-1.2,-0.7,-15,3,0.0
CN1CCN(S(=O)(=O)c2cccc(C(=O)N3CCN(c4ccccc4)CC3)c2)CC1,-1,-2,11,-0.3,-0.5,0.5,-1.1,-0.6,-15,-3,0.3
Cc1cc(Cl)ccc1NC(=O)COC(=O)c1c(C)noc1C,1,-1,5,4.7,-1.8,0.4,-1.3,1.2,-3,-1,-0.2
COc1cc(F)ccc1-c1cc(C(=O)Nc2ccc(C)c(NS(C)(=O)=O)c2)[nH]n1,6,-2,-12,-5.5,-6.8,-3.3,-2.0,/,3,2,-0.5
CC(C)NC(=O)N(C)C[C@@H]1Oc2cc(Br)ccc2S(=O)(=O)N([C@@H](C)CO)C[C@H]1C,-4,-2,4,6.2,0.5,-1.2,-0.5,0.4,-8,-1,0.2
O=C(NCc1ccccc1Cl)c1cnccn1,-2,1,1,0.3,0.1,-1.1,-1.3,0.4,5,3,0.8
CC1(C)CC(=O)C2=C(C1)N(c1ccccc1)C(=O)CC2c1ccsc1 (stereo unspecified),-18,-2,-2,-2.0,-0.4,0.8,-1.0,0.2,-5,-16,0.0
CCOc1ccc(C(=O)C2CCN(CC(=O)Nc3ccccc3N3CCOCC3)CC2)cc1,4,5,-1,-3.5,-0.9,-2.0,-1.6,0.1,8,-1,2.1
O=C1c2ccccc2C(c2nnnn2-c2ccc3c(c2)OCCO3)N1Cc1cccc(F)c1 (stereo unspecified),3&-6,-3&-3,-5&-3,-0.4&-0.6,0.5&-0.7,3.6&-1.1,-1.2&-0.7,/,0&-12,-7&-6,/
O=C(c1cccc(F)c1F)N1CCCc2ccccc21,1,-1,0,0.8,-0.3,0.1,-0.7,0.3,-3,0,0.3
Cn1c(=O)c2ncn(CC(=O)NCCC3=CCCCC3)c2n(C)c1=O,-1,-4,0,-0.1,-0.8,0.4,-0.5,0.6,-7,-1,-1.6
O=C(Nc1cccc(-c2nnc(-c3ccccc3)o2)c1)c1ccc(Br)o1,6,0,-2,1.1,-0.1,1.5,-1.4,1.5,-2,1,-0.5
CCOc1cc(CNCc2cccs2)cc(Br)c1OCC,4,-3,2,-0.8,-1.1,-0.1,-1.4,-0.9,-14,-2,0.0
CCOC(=O)Nc1ccc(S(=O)(=O)N2CCC(c3nc4ccccc4[nH]3)CC2)cc1,5,-2,-5,-1.3,-1.2,-0.7,-1.4,1.3,5,-4,0.7
N#C/C(=C(/O)COC(=O)c1ccc(Cl)c(S(=O)(=O)N2CCOCC2)c1)c1nc2ccccc2[nH]1,-3,-2,-4,1.2,1.0,0.8,0.0,0.1,0,1,0.5
CCOc1ccc(/C=N/Nc2nc(N3CCCC3)nc(N3CCCC3)n2)cc1OC,1,-3,6,-1.5,-1.2,-0.6,-1.8,-0.4,-6,7,0.3
CCc1ccc(N2CC(C)Cn3c2nc2c3c(=O)[nH]c(=O)n2C)cc1 (stereo unspecified),-10,1,4,0.1,0.0,1.3,-1.5,2.3,-1,-4,3.2
CC(C)C[C@H]1COc2cc(NCCO)ccc2S(=O)(=O)N1,-3,3,2,0.4,-1.1,0.0,-1.4,/,-13,-1,/
COC(=O)c1cc(S(=O)(=O)N2CCN(c3ccc(F)cc3)CC2)c[nH]1,-3,1,3,-1.5,-2.3,-1.3,-1.7,-0.5,-7,-5,-2.3
Cc1ccc(S(=O)(=O)N2CCN(C(=O)c3ccc(Cl)nc3)CC2)cc1,5,3,4,0.0,0.8,0.8,-1.7,0.2,1,0,1.0
O=C(OCc1nc2ccccc2s1)c1cccc(N2C(=O)CCC2=O)c1,0,-1,10,-1.8,-0.3,0.3,-1.1,0.1,4,-5,-0.2

# Looked up above:
# GC-A act with `COC(=O)c1cc(S(=O)(=O)N2CCN(c3ccc(F)cc3)CC2)c[nH]1` stands at -5
# DAX1 inh-1 with `CCOC(=O)Nc1ccc(S(=O)(=O)N2CCC(c3nc4ccccc4[nH]3)CC2)cc1` stands at -1.2

# Screens deposited in PubChem by several laboratories.
